Screens from PubChem BioAssay.
KCC2 mod: modulators of human KCC2 chloride dependent transport | Q9H2X9 | KCC2 cells, thallium flux FluoZin-2 fluorescence | B-score of Tl+ flux slope (higher = more flux/activation; lower = inhibition) at 10 µM | 190,000 compounds, 2.2% hits | AID 1456;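 active = thallium flux slope and its plate-corrected score both differing from the plate sample mean at a set confidence after two filtering rounds, in either direction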;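 note: slope of fluorescence scaled to starting intensity during 10 to 20 s after thallium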
Furin inhibitor: inhibitors of human furin | 220,000 compounds, 0.061% hits | inhibition, % at 30 µM | purified furin, fluorogenic substrate cleavage; in the data active = inhibition above about 25%; note: inactives centre near -15
PERK inh: human PERK inhibition, primary cell-based screen. CHO PERK-DD fusion, SEAP luminescence translation reporter. 220,000 compounds, 0.17% hits. inhibition, % at 5.6 µM. Q9NZJ5. AID 1416;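 active = inhibition above the mean inhibition of all tested compounds plus 3 SD, set separately per screening campaign, cut at about 2.9% in these data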;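 note: PERK kinase domain activated by AP20187 dimerizer at 100 nM; 0% = DMSO with dimerizer and 100% = rapamycin at 8.4 µM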
Target sequence (Q9NZJ5 whole entry, looked up, the tested form may be a part): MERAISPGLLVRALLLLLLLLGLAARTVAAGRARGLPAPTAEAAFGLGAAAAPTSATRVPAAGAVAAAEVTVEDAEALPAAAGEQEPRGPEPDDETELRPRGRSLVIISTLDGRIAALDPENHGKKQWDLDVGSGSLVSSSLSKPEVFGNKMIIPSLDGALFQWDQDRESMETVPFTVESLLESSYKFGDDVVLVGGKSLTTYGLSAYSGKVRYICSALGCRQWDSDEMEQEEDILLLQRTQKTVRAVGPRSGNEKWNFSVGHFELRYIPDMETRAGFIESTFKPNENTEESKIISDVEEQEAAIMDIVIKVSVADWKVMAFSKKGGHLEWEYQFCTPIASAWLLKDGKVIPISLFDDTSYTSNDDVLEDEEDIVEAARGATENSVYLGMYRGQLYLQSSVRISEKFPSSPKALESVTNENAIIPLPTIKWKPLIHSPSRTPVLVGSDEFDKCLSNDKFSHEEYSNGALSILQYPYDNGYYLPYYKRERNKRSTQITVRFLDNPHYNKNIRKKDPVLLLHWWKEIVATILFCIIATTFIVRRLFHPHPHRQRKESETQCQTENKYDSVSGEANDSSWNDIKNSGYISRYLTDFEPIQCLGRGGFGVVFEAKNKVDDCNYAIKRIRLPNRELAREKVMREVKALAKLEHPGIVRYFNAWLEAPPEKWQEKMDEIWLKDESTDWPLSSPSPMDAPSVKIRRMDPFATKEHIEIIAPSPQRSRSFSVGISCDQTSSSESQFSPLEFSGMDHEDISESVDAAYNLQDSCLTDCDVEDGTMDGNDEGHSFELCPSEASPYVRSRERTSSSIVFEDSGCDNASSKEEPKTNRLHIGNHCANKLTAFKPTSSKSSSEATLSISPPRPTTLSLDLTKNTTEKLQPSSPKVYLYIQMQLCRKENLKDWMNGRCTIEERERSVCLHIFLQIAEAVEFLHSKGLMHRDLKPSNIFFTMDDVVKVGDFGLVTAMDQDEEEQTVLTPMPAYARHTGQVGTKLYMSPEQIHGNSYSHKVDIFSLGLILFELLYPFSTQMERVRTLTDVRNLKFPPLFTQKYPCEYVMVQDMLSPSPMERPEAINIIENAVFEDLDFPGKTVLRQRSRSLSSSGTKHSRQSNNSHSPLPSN
FXIa inh 1536: factor XIa (human) inhibition. P03951. purified FXIa, Boc-Glu-Ala-Arg-AMC fluorogenic substrate. inhibition, % at 5 µM. 220,000 compounds, 0.14% hits;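 active = inhibition of at least 40%; inactive = inhibition below 40%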;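 note: fluorescence of freed AMC excited at 355 nm; 0% = enzyme without compound and 100% = no enzyme blank; many of its hits are not listed in these tables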
KLK5 inh: inhibitors of human kallikrein 5 | 210,000 compounds, 0.59% hits | Q9Y337 | inhibition, % at 5 µM | AID 873 | recombinant hK5, fluorogenic AMC substrate cleavage;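 active = inhibition of 40% or more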;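 note: 0% = enzyme controls without compound and 100% = no-enzyme blanks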
p97 ATPase inh: blocks human p97 ATPase activity; recombinant p97 ATPase, Kinase-Glo ATP luminescence, 3 h; inhibition, % at 8 µM; 220,000 compounds, 0.42% hits; AID 1481; in the data active = inhibition above about 15%;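 note: 0% = DMSO vehicle and 100% = wells lacking enzyme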
Wee1 degr inh: inhibitors of human Wee1 degradation | AID 1321 | HeLa Luc-Wee1K328M stability, luciferase luminescence; 100% = proteasome inhibitor MG132 effect | P30291 | 220,000 compounds, 1.2% hits | reporter increase, % at 5 µM;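 active = activation above the mean of all tested compounds plus 3 SD, set per screening run, cut at about 8.8% in these data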;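 note: cells exposed to compound for 20 h before luminescence read; 0% = DMSO alone and 100% = MG132 at 30 µM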
Thrombin inh: thrombin (human) inhibition; P00734; alpha-thrombin, Boc-VPR-AMC fluorogenic substrate cleavage; inhibition, % at 5 µM; 220,000 compounds, 0.26% hits; AID 1046;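 active = inhibition at or above 40%; inactive = inhibition below 40%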;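 note: 0% = enzyme with no compound and 100% = wells without enzyme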
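Assay system: human alpha-thrombin enzyme. Reagent: Boc-VPR-AMC substrate, 15 µM final. Compound dosing: one concentration per compound, 5 µM, with 0.2% DMSO. Incubation: room-temperature reaction. Technique: AMC fluorescence, 355/460 nm. Measure: % inhibition relative to enzyme controls and enzyme-free blanks.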
FXIIa inh: inhibitors of human coagulation factor XIIa. P00748. purified FXIIa, Boc-QGR-AMC fluorogenic substrate, 2 h. inhibition, % at 5 µM. 220,000 compounds, 0.3% hits. AID 800; in the data active = inhibition above about 40%;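 note: 0% = enzyme with no compound and 100% = blank without enzyme; many of its hits are not listed in these tables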
An asterisk follows results filed as active; x = no result given; [ ] = dose if it differs, or a comment.

SMILES	KCC2 mod	Furin inhibitor	PERK inh	FXIa inh 1536	KLK5 inh	p97 ATPase inh	Wee1 degr inh	Thrombin inh	FXIIa inh
O=C(COC(=O)c1ccccc1Cc1ccccc1)Nc1ccc(SC(F)F)cc1	0.74	3	0.9	-7	-12	-9	2	-8	5
O=C(Oc1ccccc1N1C(=O)C2CCCCC2C1=O)c1ccccc1F (stereo not drawn)	0.46	-2	0.3	-2	-22	1	0	-5	2
CCN(CC)CCn1c(=S)[nH]c2ccc(Cl)cc2c1=O	25*	-33	0.5	-16	-1	3	2	-2	-2
O=[N+]([O-])c1cccc(-c2ccc(/C=N/NC(=S)Nc3ccccc3)o2)c1	0.5	-7[20 µM]	1.3	-3	-198	3	2	-1	6
CN(c1ccc(C(=O)N2CCCCC2)cc1)S(=O)(=O)c1ccccc1	-0.18	-24[20 µM]	-0.4	-9	-3	3	1	-4	3
N#Cc1c2nc3ccccc3nc2n2cc(NC(=O)c3ccc(F)cc3)ccc12	0.69	0	-0.1	6	-115	3	4	1	12
COCc1cc(=O)n2[nH]c(C(F)(F)F)nc2n1	0.99	-16[20 µM]	0.2	8	0	2	0	1	19
CC(=O)O/N=C/c1c(N2CCOCC2)n(C)c2ccccc12	-0.043	-9[20 µM]	1.8	7	6	7	0	0	14
O=C(CSc1nnc(Cn2nnc3ccccc32)o1)Nc1ccc(Cl)cc1	0.092	-8[20 µM]	0.3	6	-8	0	2	1	16
Cc1ccc(O)c(NC(=S)NC(=O)/C=C/c2ccco2)c1	1.3	-17	1.1	-3	-7	2	4	-3	0
CCCn1c(C(O)c2ccc3c(c2)OCO3)nc2ccccc21 (stereo not drawn)	x	-21	-0.6	-6	-5	-4	-2	2	14
COc1cccc(N2CCN(C(=O)CCn3c(=S)[nH]c4cc5c(cc4c3=O)OCO5)CC2)c1	x	-17	0.7	-1	7	4	7	1	5
CC(=O)N1N=C(c2c(-c3ccccc3)c3cc(Br)ccc3[nH]c2=O)CC1c1ccco1 (stereo not drawn)	-0.28	-9	-1.2	0	2	-1	-1	-11	4
CCOC1CS(=O)(=O)CC1OCC (stereo not drawn)	x	-16	0.1	5	-12	-1	1	0	16
O=C(COC(=O)c1cc(=O)[nH]c2ccccc12)NC(=O)NC1CCCCC1	-0.56	16[20 µM]	1.6	7	21	2	-1	-2	8
Cc1ccc(S(=O)(=O)Nc2ccccc2C(=O)OC(C)C(=O)Nc2ccc3ccccc3c2)cc1[N+](=O)[O-] (stereo not drawn)	0.82	-18	0.8	3	-14	2	-1	-3	14
CCOC(=O)c1c(NC(=O)Cn2ccsc2=N)sc(C)c1C	-0.034	-10	0.8	5	-8	4	2	-5	4
CC(CNS(=O)(=O)c1ccccc1)(c1ccccc1)N1CCCCC1 (stereo not drawn)	-0.98	-17	-1.9	-6	-5	3	-1	-7	-5
NCCCC[C@@H]1NC(=O)[C@H](CCC(=O)O)NC(=O)c2cc([N+](=O)[O-])cc(I)c2OCC[C@@H](C(N)=O)NC1=O	-3.3	-16	0.2	3	-19	9	-4	0	10
COc1ccccc1N1CCN(C(=O)c2ccc3[nH]c4c(c3c2)CC(C)CC4)CC1 (stereo not drawn)	0.41	-1	-0.9	-9	-21	-9	-2	-10	-2
Cc1ccc(NC(=O)N2CCc3ccccc32)cc1C	-1.2	-20	-0.2	-6	-3	-3	1	0	4
COc1ccccc1-c1ccc(SCc2cccc(F)c2)nn1	0.25	-18	1.4	0	4	1	2	-1	6
COc1ccc(C(=O)N/N=C/c2c(C)[nH]c(=O)[nH]c2=O)cc1	1	-8	-1.2	-6	-24	-4	4	11	4
CN(C)S(=O)(=O)c1cccc(NC(=O)COC(=O)c2ccc(Br)o2)c1	0.27	-11[20 µM]	0.5	4	-21	-4	-4	21	13
COc1cc(OC)cc(C(=O)NCCC(=O)NCCc2ccc(OC)c(OC)c2)c1	-0.28	-6	0.7	-6	-24	1	0	-6	1
CCOc1ccc(C2C(C#N)=C(N)N(c3sc4c(c3C#N)CCCC4)C3=C2C(=O)CCC3)cc1 (stereo not drawn)	-1.4	-12[20 µM]	-1.0	-2	8	2	-3	1	9
O=C(CN1CCCCC1)Nc1cccc(Cl)c1Cl	0.97	-12[20 µM]	0.6	4	7	-7	-3	4	14
Cc1ccc(-c2c(C)sc(=NC(=O)c3ccco3)n2C)cc1	-2.2	-7[20 µM]	-1.3	0	-5	-11	4	2	27
CCN(c1ccc(NC(=O)c2ccc(Cl)nc2)cc1)C(C)C	-0.041	-5	-0.5	3	11	-7	3	0	8
Cc1cnc(NC(=O)CSc2nnc(-c3ccccc3)o2)s1	-0.24	-1[20 µM]	-0.8	-5	11	2	3	-8	0
Cc1ccc(-c2csc(NC(=O)c3ccc4c(=O)n5c(nc4c3)CCCCC5)n2)cc1	-0.049	-10	0.3	11	-5	2	-1	4	9
CC1(C)CC(=O)C(C=NC(CCC(N)=O)C(=O)O)=C(O)C1 (stereo not drawn)	-0.44	7[20 µM]	0.8	7	-5	6	2	2	15
CCCC(=O)Nn1cnc2c(c1=O)C1(CCCC1)Cc1ccccc1-2	0.51	-17[20 µM]	0.2	7	-9	-4	-1	2	3
COc1ccccc1CNS(=O)(=O)c1c(C)[nH]c(=O)[nH]c1=O	x	-30[20 µM]	-0.3	22	-1	2	0	5	31
COc1ccc(OC)c(C2C(C(=O)O)c3ccccc3C(=O)N2C)c1 (stereo not drawn)	x	-38	1.1	-4	-6	5	4	-3	0
Cc1cc(C)c2c(-n3cccc3)nn(CC#N)c2n1	-0.16	-11[20 µM]	1.4	4	-12	0	2	7	8

An excerpt of these results, with each value named.
smiles: Cc1ccc(-c2c(C)sc(=NC(=O)c3ccco3)n2C)cc1
  KCC2 mod: -2.2; Furin inhibitor: -7[20 µM]; PERK inh: -1.3; FXIa inh 1536: 0; KLK5 inh: -5; p97 ATPase inh: -11; Wee1 degr inh: 4; Thrombin inh: 2; FXIIa inh: 27
smiles: CCCC(=O)Nn1cnc2c(c1=O)C1(CCCC1)Cc1ccccc1-2
  KCC2 mod: 0.51; Furin inhibitor: -17[20 µM]; PERK inh: 0.2; FXIa inh 1536: 7; KLK5 inh: -9; p97 ATPase inh: -4; Wee1 degr inh: -1; Thrombin inh: 2; FXIIa inh: 3
smiles: Cc1ccc(-c2csc(NC(=O)c3ccc4c(=O)n5c(nc4c3)CCCCC5)n2)cc1
  KCC2 mod: -0.049; Furin inhibitor: -10; PERK inh: 0.3; FXIa inh 1536: 11; KLK5 inh: -5; p97 ATPase inh: 2; Wee1 degr inh: -1; Thrombin inh: 4; FXIIa inh: 9

(listing goes on)
SMILES	KCC2 mod	Furin inhibitor	PERK inh	FXIa inh 1536	KLK5 inh	p97 ATPase inh	Wee1 degr inh	Thrombin inh	FXIIa inh
COC(=O)Cn1cc(C(=O)c2cccs2)c2ccccc21	0.11	-6[20 µM]	0.7	5	41*	1	0	47*	-1
O=C(O)Cn1nc(C(F)(F)F)c2c1CCC2	0.13	-13	0.5	0	-4	-3	-2	2	17
CCN1C(=O)/C(=C/c2ccc(OC)c(OC)c2)N=C1SCC(=O)NCc1ccco1	0.58	-14	0.4	8	-7	-1	-2	4	13
Cc1ccc(CNCC(=O)Nc2ccc(C)cc2Br)cc1	-1.8	-15	1.0	-3	1	-2	5	-3	5
O=C(NCCC1=CCCCC1)c1ccc2c(c1)N(Cc1ccccc1)C(=O)CS2	-1.3	-10[20 µM]	-1.3	2	-7	-3	4	-3	10
Cc1nc2ccc(NC(=O)N(C)c3ccccc3)cc2s1	0.19	-21	-0.7	-4	-15	-2	-1	-7	2
O=C(CCCOc1ccccc1)n1nnc2ccccc21	0.41	-14	0.8	0	-3	2	1	-2	2
COc1ccccc1OCc1ccc(C(=O)NC(C)(C)C)o1	-0.41	-5[20 µM]	0.3	-10	-15	4	1	1	14
C=C(C)C1CC=C(C)/C(=N\NC(=O)CCC(=O)Nc2ccc(C)c(C)c2)C1 (stereo not drawn)	-0.19	-12	1.4	2	0	-9	0	1	6
Cc1cc(C)c2c(N=NN3CCOCC3)[nH]nc2n1	-0.0044	-11	1.0	8	-7	5	1	2	10
Cc1cc(NCCN(C)C)n2nc(-c3cccs3)cc2n1	-0.34	-22[20 µM]	-1.1	5	0	-3	-1	8	12
C/C(=N\OCc1ccc(C#N)cc1)c1ccccc1	-0.59	-30	0.2	-1	-5	-5	1	-4	11
COc1ccc(NC(=S)Nc2cccc([N+](=O)[O-])c2)cc1	0.48	-15[20 µM]	1.9	11	-9	4	3	5	23
COC(=O)N1CCN(c2ccc(OC)cc2)CC1	-0.41	-11[20 µM]	0.7	4	-19	1	-2	-2	-1
COc1cc(-c2noc(-c3cccc(Cl)c3)n2)cc(OC)c1OC	-1.3	22[20 µM]	0.2	-8	0	1	1	-7	-12
O=C(C1=C[C@@H]2[C@H]3C(=O)N(c4ccc(Cl)cc4)C(=O)[C@H]3[C@@H](C(=O)c3ccc(Cl)cc3)N2C=C1)c1ccccc1	0.046	-13	0.4	3	1	13	0	-18	7
Cc1cc(C)nc(Nc2ncc(O)n2-c2ccc(C)c(Cl)c2)n1	-1.3	-21[20 µM]	-1.1	8	-4	1	2	-3	9
Cn1nc(/C=C/c2ccccc2)ccc1=O	0.96	-30	1.5	-3	3	0	0	0	3
N#CC(=C1CCCC1)c1nc(-c2ccccc2O)cs1	-0.014	-20	0.8	6	-1	4	5	5	15
CCc1c(-c2n[nH]c(=S)n2Cc2ccccc2)csc1C	14*	-12	1.4	6	-15	1	-3	-4	10
Cn1cc(C(=O)N/N=C/C=C/c2ccccc2)ccc1=O	-1	8	0.9	6	0	6	1	2	13
CCc1ccc(Nc2ccc(S(=O)(=O)N3CCOCC3)cc2[N+](=O)[O-])cc1	0.37	0	0.7	4	-2	-8	9.7*	-5	10
Cc1c(C(=O)O)oc2ccc(S(=O)(=O)NCCC3=CCCCC3)cc12	-0.54	-20[20 µM]	0.3	3	-33	-5	-2	0	14
CCCCCC(=O)Nc1nnn(CCC)n1	0.78	-18[20 µM]	1.2	5	0	5	0	-21	5
CCOc1cccc2sc(Cl)nc12	0.22	-25	0.8	0	4	-1	1	-3	11
CSCCC(NS(=O)(=O)c1c(Cl)cccc1Cl)C(=O)O (stereo not drawn)	0.15	-5	1.0	-5	-3	3	-4	-13	0
O=C(Nc1cc2c(cc1Br)OCCO2)c1cccs1	-0.42	-6[20 µM]	0.6	-12	-4	-3	-1	-5	-2
COC(=O)Nc1ccc(S(=O)(=O)N2CCN(c3ccc(F)cc3)CC2)cc1	x	-19[20 µM]	0.0	-5	0	-8	-1	-10	-2
O=C(Cn1cnc2ccccc2c1=O)NC1CCCc2ccccc21 (stereo not drawn)	-2.9	-1	0.2	-6	-15	4	-1	-9	-2
CSc1nc(O)cc(=O)n1-c1ccc(F)cc1	0.84	-31	0.9	-5	-4	2	-1	-6	x
COc1ccccc1CNC(=O)C[n+]1ccccc1	2.1	-19[20 µM]	0.6	-1	1	4	-2	-2	15
Cc1cc2nnc(SCC(=O)N3C(C)CCCC3C)n2c(N)n1 (stereo not drawn)	x	-17	0.5	-3	-16	-1	1	-10	-3
Cc1ccc2nc(-c3ccccc3)c(-c3ccccc3)nc2c1	0.048	-18	0.2	-8	-2	2	0	-7	8
CC(C)N(CC#CCC(O)(c1ccccc1)c1ccccc1)C(C)C	0.011	-12	0.2	9	-13	-6	7	-2	15
Cc1ccc(C(=O)N/N=C\c2cc3c(cc2Br)OCO3)s1	-0.11	-5	0.2	4	-11	-1	1	-1	5
COc1cc(-c2ccc(NC(=O)c3ccc(C)cc3)c(OC)c2)ccc1NC(=O)c1ccc(C)cc1	x	-22	0.0	4	5	0	-4	1	14
CCOc1cccc2cc(C(=O)NCc3cccnc3)c(=O)oc12	1.5	-25[20 µM]	0.5	8	-14	-2	-3	2	17

This is a random part of the collection; about 4.4% have a hit in one of these screens.
